JMJD2A Tudor inh: inhibitors of human JMJD2A Tudor domain | AID 504339 | actives 4.4% (n = 390,000) | AlphaScreen JMJD2A-Tudor / H3K4me3 peptide binding | Potency, µM (top dose mostly 114 µM), inactives show at the highest dose activity change, negative = inhibition, usual class: inhibitors; further: potency means the concentration at half of the fitted maximal effect; on the % scale 0 is the no-effect control and ±100 the full control effect; nearly all actives have a fitted effect of over 50% in size
RGS4 inh: inhibitors of human regulator of G protein signaling 4 | P49798 | Transcreener GDP fluorescence polarization, RGS4-accelerated GTP hydrolysis | Potency, µM (highest dose often 114 µM), for the others: at the highest dose activity change, negative = inhibition, most hits filed as inhibitors | actives 0.039% (n = 390,000) | AID 504845; further: potency means the concentration at half of the fitted maximal effect; on the % scale 0 is the no-effect control and ±100 the full control effect; nearly all actives have a fitted effect of over 75% in size; some results filed as inactive show a strong effect at the top dose
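MLSMR compounds (23 nl, pin-transferred) preincubated 10 min at room temperature with a 500nM (2x) first reagent, then RGS4 at 900nM (2x) plus Transcreener GDP mix added; fluorescence polarization (620/688 nm) read before and after 90 min at 30 °C.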
HP1b chromo inh: inhibitors of HP1-beta chromodomain binding to methylated histone tails; AlphaScreen HP1-beta / biotin-H3K9me3 peptide binding; Potency, µM (top dose mostly 114 µM), inactives show at the highest dose activity change, negative = inhibition, most hits filed as inhibitors; actives 0.56% (n = 390,000); AID 540317; further: potency means the concentration at half of the fitted maximal effect; nearly all actives have a fitted effect of over 70% in size; inactives centre near 23
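AlphaScreen: HP1-beta (50 nM) preformed 30 min with biotin-H3(1-18)K9me3 peptide (50 nM) in PBS pH 7.4, 0.01% Tween-20. Compound added for 30 min at RT, then streptavidin donor/nickel chelate acceptor beads (10 ug/mL) for 30 min.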
12-LOX inh: ALOX12 (human) lipoxygenase inhibition; P18054; purified 12hLO, xylenol orange hydroperoxide absorbance; Potency, µM (doses to about 108 µM), without a hit: at the top dose activity change, negative = inhibition, most hits filed as inhibitors; actives 1.1% (n = 580,000); AID 1671190; further: potency means the concentration at half of the fitted maximal effect; on the % scale 0 is the no-effect control and ±100 the full control effect
Target sequence (P18054 whole entry, looked up): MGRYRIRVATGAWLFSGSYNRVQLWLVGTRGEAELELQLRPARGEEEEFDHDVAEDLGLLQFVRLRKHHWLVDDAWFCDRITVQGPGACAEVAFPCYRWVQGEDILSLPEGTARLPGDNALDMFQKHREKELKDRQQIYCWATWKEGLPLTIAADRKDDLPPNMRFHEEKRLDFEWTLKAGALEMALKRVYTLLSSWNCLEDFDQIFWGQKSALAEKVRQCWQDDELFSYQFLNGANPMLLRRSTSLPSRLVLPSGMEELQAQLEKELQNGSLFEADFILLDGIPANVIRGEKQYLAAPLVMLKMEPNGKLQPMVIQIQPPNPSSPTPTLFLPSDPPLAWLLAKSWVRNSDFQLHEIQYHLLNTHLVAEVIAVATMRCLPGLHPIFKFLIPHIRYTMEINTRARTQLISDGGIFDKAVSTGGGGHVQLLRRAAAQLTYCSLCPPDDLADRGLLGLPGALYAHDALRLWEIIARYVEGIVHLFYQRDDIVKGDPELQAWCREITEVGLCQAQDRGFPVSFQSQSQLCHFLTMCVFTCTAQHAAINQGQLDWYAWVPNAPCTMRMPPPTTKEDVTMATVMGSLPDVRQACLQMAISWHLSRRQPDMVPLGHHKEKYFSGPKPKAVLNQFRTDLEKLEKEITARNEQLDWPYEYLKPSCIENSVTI
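Hydroperoxide product was detected by ferrous iron/xylenol orange as the 573 to 405 nm absorbance ratio. Arachidonic acid at 40 uM (final) was turned over for 30 min at room temperature by 150 nM human 12hLO, pH 7.0 Hepes buffer, after 15 min compound preincubation.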
ERG Ets-DNA blk: blocks human ERG Ets domain binding to DNA. P11308. fluorescence polarization, His-ERG Ets domain / labelled DNA. Potency, µM (series often up to 76.9 µM), inactives show top-dose FP activity, negative = inhibition, most hits filed as inhibitors. actives 0.028% (n = 370,000); active means well fitted inhibition curve with a large enough effect in the polarisation, with a control signal flat; inconclusive means small, poorly fitted or top-dose-only effect, or effect the other way, or a change in a side signal; inactive means no such curve, though single readings can be large or run the other way; the % refers to the polarisation;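 further: polarization taken with two DNA probes labelled with fluorescein and Texas red; potency means the concentration at half of the fitted maximal effect; % of control where 0% means no effect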
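His-tagged ERG Ets domain (1 uM in the protein solution; 300mM KCl, 50mM Tris-HCl, 1mM EDTA, 1mM DTT, pH 7.5) received compound, then a probe mix of 5 nM fluorescein-DNA and 100nM Texas-615-DNA. Fluorescence polarization was read for both dyes.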
G9a block: G9a (human) methyltransferase inhibition | Q96KQ7 | G9a H3K9 monomethylation, AlphaScreen, 2 h | Potency, µM (series often up to 102 µM), for inactives: at the top dose activity, negative = inhibition, most hits filed as inhibitors | actives 8.8% (n = 350,000); further: potency means the concentration at half of the fitted maximal effect; on the % scale 0 is the no-effect control and ±100 the full control effect; nearly all actives have a fitted effect of over 75% in size
Target sequence (Q96KQ7 913-1193 limits assumed): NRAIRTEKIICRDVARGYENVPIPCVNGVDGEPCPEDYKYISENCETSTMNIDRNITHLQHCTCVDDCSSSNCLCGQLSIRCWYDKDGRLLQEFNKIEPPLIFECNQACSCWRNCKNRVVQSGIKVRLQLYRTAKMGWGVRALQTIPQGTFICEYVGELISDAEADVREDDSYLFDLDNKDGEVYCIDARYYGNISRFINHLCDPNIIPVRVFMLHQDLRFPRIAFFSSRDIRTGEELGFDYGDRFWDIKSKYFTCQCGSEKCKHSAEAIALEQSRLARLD
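Quantitative HTS format: methyltransferase activity on a biotin-tagged H3K9 peptide is measured by AlphaScreen, using a rabbit anti-monomethyl-H3K9 antibody with streptavidin donor and anti-IgG acceptor beads. Final levels are 20 nM enzyme, 500 nM peptide, 20 uM SAM; 2 h RT.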
BAZ2B block: BAZ2B (human) inhibition; Potency, µM (doses to about 114 µM), for inactives: top-dose activity change, negative = inhibition, actives largely listed as inhibitors; AlphaScreen BAZ2B-H3K14Ac peptide displacement; AID 504333; actives 4.4% (n = 360,000); further: potency means the concentration at half of the fitted maximal effect; on the % scale 0 is the no-effect control and ±100 the full control effect; nearly all actives have a fitted effect of over 60% in size
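Multi-concentration screen (max 110 uM) measuring displacement of acetylated histone H3 peptide from BAZ2B by AlphaScreen, using 50 nM protein, 50 nM peptide and 10 ug/mL streptavidin donor plus Ni-chelate acceptor beads.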
GLS inhibitor: blocks human kidney-isoform glutaminase activity. GLS enzymatic activity, qHTS titration. actives 0.21% (n = 410,000). O94925. AID 624170. Potency, µM (highest dose often 45.5 µM), for the others: at the top dose activity change, negative = inhibition, most hits filed as inhibitors; further: potency means the concentration at half of the fitted maximal effect; on the % scale 0 is the no-effect control and ±100 the full control effect
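hKGA; 45 mM KH2PO4 pH 8.2 + 0.02% Tween-20; cpd via pin tool; 1 mM Gln soln; GluOx/HRP/Amplex Red; RT 30 min; fluor. t0 & final.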
PI4K2A block: PI4K2A (human) kinase inhibition. activity change, negative = inhibition, % at 76.9 µM. actives 0.13% (n = 420,000). purified PI4K2A, ADP-Glo luminescence, 1 h; stronger effect = lower value; in the data active means activity change below about -50%; inconclusive means mostly about -30% to -49%;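 further: -100% = wells without enzyme as full effect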
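PI4K2A activity was measured by ADP-Glo luminescence: enzyme (4 ug/mL stock) and phosphatidylinositol (1.2 mM stock) in Tris pH 7.5/MgCl2/EGTA/Triton X-100 buffer were reacted with ATP (300 microM stock) for one hour at ambient temperature.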
Numbers without * were called inactive; ? = inconclusive; · = not tested or not shown; & = joins results of further samples; [ ] = dose if it differs, or a comment. Unless noted, the call rests on the fitted dose curve; in most records, active means well fitted curve in the direction sought with a large enough effect; inconclusive means small, poorly fitted or top-dose-only effect, or another doubt; inactive means no such curve, though single readings can be large; an effect the other way counts as inactive or inconclusive.

SMILES | JMJD2A Tudor inh | RGS4 inh | HP1b chromo inh | 12-LOX inh | ERG Ets-DNA blk | G9a block | BAZ2B block | GLS inhibitor | PI4K2A block
CC(C)c1cccc(C(C)C)c1NC(=O)COC(=O)C1=COCCO1 | -1% | 14% | 23% | 0% | -3% | -2% | -8% | -1% | 7
CN1/C(=C\C(=O)c2cccnc2Cl)C(C)(C)c2ccccc21 | -7% | 4% | 30% | -20% | 16% | -5%[59 µM] | -4% | -3% | 2
CCC(C)NC(=O)CCSc1ccc(C)cc1 (stereo unspecified) | -7% | -2% | -2% | 0% | -8% | 10%[59 µM] | 8% | 6% | -17
CN(C)S(=O)(=O)N1CCC(Oc2ccc(C(=O)N3C[C@H]4CC[C@H]3C4)cc2)CC1 | -14% | -8% | 21% | 0% | 4% | -6% | 9% | -7% | -1
COc1ccc(C2SCCN2S(=O)(=O)c2ccc(NC(C)=O)cc2)cc1OC (stereo unspecified) | -18% | 2% | 11% | 0% | -4% | 21% | -6% | 3% | -2
CC(C)(C)NC(=O)CSc1nnc(-c2ccccn2)n1-c1ccccc1 | -1% | -2% | 65%[activator] | -2% | 0% | -1%[59 µM] | 7% | -2% | -1
COc1ccc(C2C(=O)N(CCc3ccccc3)CC(=O)N2C2CCCC2)cc1 (stereo unspecified) | -6% | 7% | 9% | 18% | -8% | 10% | -32% | 7% | 5
COc1ccc(Br)cc1/C=C(\C(=O)O)c1ccc(S(=O)(=O)N2CCCC2)s1 | 89µM* | 12% | -10% | ? | 2% | · | · | ? | -2
COCCNC(=O)NC(=O)CN1CCCc2ccccc21 | -12% | -25% | 20% | 0% | -3% | -50% | -16% | 31%[activator] | -2
COc1ccccc1NS(=O)(=O)c1cccc(NS(=O)(=O)c2cc(C(=O)O)ccc2OC)c1 | -4% | -31% | 33% | 14% | 0% | · | · | -2% | 3
Cc1cc(=O)oc2cc(OCC(=O)NCc3ccccn3)ccc12 | -11% | -19% | 13% | -5%&4% | 7% | 30% | -7% | 9% | 0
O=C(Nc1ccccn1)c1nc(-c2ccccc2)n(-c2ccccc2)n1 | 5% | -6% | 40%[activator] | -4% | 16% | ? | -32% | -7% | -2
CCN(C(=O)COC(=O)Cc1coc2cc(C)ccc12)c1c(N)n(Cc2ccccc2)c(=O)[nH]c1=O | -8% | 10% | 28% | ? | 16% | -17%[59 µM] | -4% | 8% | -4
C[N+]1(C)CCC(=C2c3ccccc3CC(=O)c3sccc32)CC1 | -22% | -46% | 21% | ? | -1% | 6.3µM* | 7.1µM* | 10% | ?
O=C(NCC(c1ccco1)N1CCN(c2ccccc2F)CC1)C(=O)NC1CCCCC1 (stereo unspecified) | -8% | 14% | 27% | 20% | 1% | -3% | -5% | 2% | 3
COc1ccc(N2C(=O)CC(Cc3ccccc3)C2=O)cc1 (stereo unspecified) | -17% | 10% | 28% | ? | -4% | -2%[12.7 µM] | 5% | 0% | -4
Cc1c(NC(=O)c2cc3c(s2)-c2ccccc2OC3)cccc1[N+](=O)[O-] | -17% | -11% | 5% | -12% | -1% | 7% | -8% | -11% | -5
COc1cccc(CN2CCN(C3CSCCSC3)CC2CCO)c1 (stereo unspecified) | -17% | -12% | 18%[57 µM] | -10% | -11% | · | -2% | -4% | 6
CCN(C(=O)c1cc2cccc(OC)c2oc1=O)C1CCCCC1 | -7% | 12% | 16% | 154%[activator] | 2% | 20%[59 µM] | 11% | 7% | -4
Cc1cc(C)c2c(CC(=O)NCc3ccco3)coc2c1 | -22% | -11% | 8% | 0% | -18% | 25%[12.7 µM] | -1% | -5% | 3

An excerpt from above in order of SMILES length, largest number first.
SMILES | JMJD2A Tudor inh | RGS4 inh | HP1b chromo inh | 12-LOX inh | ERG Ets-DNA blk | G9a block | BAZ2B block | GLS inhibitor | PI4K2A block
COc1ccccc1NS(=O)(=O)c1cccc(NS(=O)(=O)c2cc(C(=O)O)ccc2OC)c1 | -4% | -31% | 33% | 14% | 0% | · | · | -2% | 3
COc1ccc(Br)cc1/C=C(\C(=O)O)c1ccc(S(=O)(=O)N2CCCC2)s1 | 89µM* | 12% | -10% | ? | 2% | · | · | ? | -2
O=C(NCC(c1ccco1)N1CCN(c2ccccc2F)CC1)C(=O)NC1CCCCC1 (stereo unspecified) | -8% | 14% | 27% | 20% | 1% | -3% | -5% | 2% | 3
COc1ccc(C2C(=O)N(CCc3ccccc3)CC(=O)N2C2CCCC2)cc1 (stereo unspecified) | -6% | 7% | 9% | 18% | -8% | 10% | -32% | 7% | 5
CC(C)c1cccc(C(C)C)c1NC(=O)COC(=O)C1=COCCO1 | -1% | 14% | 23% | 0% | -3% | -2% | -8% | -1% | 7
Cc1cc(=O)oc2cc(OCC(=O)NCc3ccccn3)ccc12 | -11% | -19% | 13% | -5%&4% | 7% | 30% | -7% | 9% | 0
COc1cccc(CN2CCN(C3CSCCSC3)CC2CCO)c1 (stereo unspecified) | -17% | -12% | 18%[57 µM] | -10% | -11% | · | -2% | -4% | 6
Cc1cc(C)c2c(CC(=O)NCc3ccco3)coc2c1 | -22% | -11% | 8% | 0% | -18% | 25%[12.7 µM] | -1% | -5% | 3
CCC(C)NC(=O)CCSc1ccc(C)cc1 (stereo unspecified) | -7% | -2% | -2% | 0% | -8% | 10%[59 µM] | 8% | 6% | -17

Next section
SMILES | JMJD2A Tudor inh | RGS4 inh | HP1b chromo inh | 12-LOX inh | ERG Ets-DNA blk | G9a block | BAZ2B block | GLS inhibitor | PI4K2A block
CCOc1ccc(C2C(C#N)=C(N)Oc3cc(C)n(Cc4ccco4)c(=O)c32)cc1OC (stereo unspecified) | -8% | -3% | 29% | 0% | -6% | -29%[12.7 µM] | -2% | -8% | -6
O=C(COC(=O)CCSc1ccccc1)Nc1ccccc1Br | 76%[activator] | 5% | 142%[activator] | 8% | -4% | · | · | 1% | 3
C/C(=N\NC(=O)CCC(=O)Nc1ccc(C)c(C)c1)c1cccs1 | -5%[11.4 µM] | 3% | 3% | 1% | 72%[activator] | -1% | -12% | 5% | -5
COC(=O)c1ccc2c(=O)n(CCN3CCOCC3)c(SCC(=O)Nc3cccc(OC)c3)nc2c1 | -2% | -33% | 39% | -3% | 5% | -3% | -1% | 8% | -1
CCc1nc2ccc(C(=O)N(CC)CC(=O)Nc3c(F)cccc3F)cc2nc1CC | -10% | 29% | 19% | 1% | 17% | 3%[12.7 µM] | -35% | -7% | -6
Cc1cc2c(cc1C)CSC(c1ccc(O)cc1)SC2 | -13% | 7% | 15% | 7% | 0% | 4% | -10% | 0% | -1
NNc1cccc(C=Cc2ccccc2)cc1=O | ? | ? | ? | ? | · | · | · | 17% | -17
CCOc1ccc(-c2noc(-c3cccnc3)n2)cc1OC | -8% | 5% | 36%[activator] | 0% | -7% | 0% | -7% | 1% | 4
O=C(NC1CCN(C(=O)NC2CCCCC2)CC1)c1ccco1 | 0% | 20% | 35% | 0% | -6% | -6%[59 µM] | · | -1% | 1
O=C(CCN1C(=O)C2C3CCC(C3)C2C1=O)OCC(=O)c1cccc([N+](=O)[O-])c1 (stereo unspecified) | -3% | -12% | 28% | 8% | · | -3%[59 µM] | 6% | -14% | 6
Cc1cccc(NC(=O)c2sc3nc4c(c(-c5cccs5)c3c2N)CN(C)CC4)c1 | ? | ? | -18% | ? | 12% | 45µM* | ? | 7% | 0
CC(C)(C)NC(=O)C[C@H]1C[C@H](C(=O)N2CCOCC2)[C@@]2(CCC3CCCC3)c3[nH]c4ccc(Cl)cc4c3CCN2C1=O | -33% | 16% | 4% | · | -15% | · | · | 1% | 1
Cc1ccc(C)c(S(=O)(=O)NCC(=O)OCC(=O)Nc2sccc2C(N)=O)c1 | -7% | -8% | 30% | -3% | 10% | -29% | 6% | 7% | 8
CC(Oc1ccc(Cl)cc1)C(=O)N/N=C/c1ccsc1 (stereo unspecified) | ? | -30% | 5% | -23% | 19% | -4%[59 µM] | 4% | -19% | 1
COc1ccc(OC)c(CN2CCN(C(=O)c3cc(S(=O)(=O)Nc4ccccc4OC)ccc3C)CC2)c1 | ? | -9% | -11% | 2% | 1% | · | ? | 5% | 1
CC(C)(C)c1ccc(C(=O)Nc2cccc3ncccc23)cc1 | 2% | 13% | 41%[activator] | ? | 8% | -1% | 0% | -2% | -2
COc1ccc2c(CNCC(C)c3ccccc3)c(C(=O)O)n(Cc3ccc(F)cc3Cl)c2c1 (stereo unspecified) | -22% | 14% | 20% | ? | -1% | -33%[59 µM] | ? | 3% | 1
Cc1c(OC(C)C(=O)NCc2cccnc2)ccc2c3c(c(=O)oc12)CCCC3 (stereo unspecified) | -19% | 1% | 20% | 0% | 0% | -1% | -13% | -5% | -2

Screens deposited in PubChem by National Center for Advancing Translational Sciences (NCATS).

The list is partial. The share of hits here may be higher or lower than overall.
